Screening results (PubChem)
ROS inducer: cancer cell ROS induction. U2OS ROS induction, H2DCF-DA fluorescence. ROS induction (% of piperlongumine), % at 10 µM. AID 624156. 46,000 compounds, 2% hits; in the data active = ROS induction above about 79%, passing the limit was not always enough; inconclusive = no clear call, values can overlap the other calls;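 note: 0% = DMSO vehicle median and 100% = reference compound median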
An asterisk follows results filed as active; ? = inconclusive. An excerpt; count on the stated rates, not on these rows.

SMILES	ROS inducer
Nc1nnc(SCc2cccnc2)s1	-11.7
C[C@@H]1CN([C@H](C)CO)C(=O)c2cccc(NC(=O)C3CCOCC3)c2O[C@H]1CN(C)C(=O)Nc1ccccc1	-8.4
Cn1nnc2cc(NC(=O)NCc3ccco3)ccc21	-7.7
C[C@@H]1CN([C@H](C)CO)C(=O)Cc2cc(NC(=O)C3CCCCC3)ccc2O[C@@H]1CN(C)Cc1ccc(C(=O)O)cc1	11.6
C[C@H](CO)N1C[C@H](C)[C@@H](CN(C)C(=O)Nc2ccc(C(F)(F)F)cc2)Oc2c(NC(=O)c3ccncc3)cccc2C1=O	-10.8
CCc1ccc(NC(=O)c2sccc2-n2cccc2)cc1	-3.8
C[C@@H]1CN([C@H](C)CO)C(=O)c2cc(NC(=O)NC3CCCCC3)ccc2O[C@@H]1CN(C)C(=O)Nc1ccc2c(c1)OCO2	7.1
COc1cc(O)c2c(=O)c(OC3OC(CO[C@@H]4O[C@@H](C)[C@H](O)[C@@H](O[C@@H]5O[C@@H](C)[C@H](O)[C@@H](O)[C@H]5O)[C@H]4O)C(O)C(O)C3O)c(-c3ccc(O)cc3)oc2c1 (stereo partly specified)	-2.6
Cc1ccc(NC(=O)CSc2nncn2C)c(C)c1	22.6
CC(C)(C)n1nc2c(c1NC(=O)c1ccc(Cl)cc1)CSC2	7.3
N#C/C(=C\c1ccc(O)c(O)c1)C(=O)c1ccc(O)c(O)c1	-17.7
Cc1cc(Cl)cc(Br)c1OCCCNCC(C)O (stereo unspecified)	-22.6
Cc1ccc(S(=O)(=O)N2Cc3ccccc3CC2C(=O)Nc2cccc3ccccc23)cc1 (stereo unspecified)	-2.4
Cc1ccc(S(=O)(=O)Nc2cccc3c2O[C@@H](CN(C)C(=O)NC(C)C)[C@@H](C)CN([C@H](C)CO)C3=O)cc1	-2.3
C[C@@H]1CN([C@@H](C)CO)C(=O)c2cccc(NS(C)(=O)=O)c2O[C@H]1CN(C)C(=O)Nc1ccc(F)cc1	-3.9
Cc1ccc(OCC(=O)Nc2ccccc2N2CCOCC2)cc1	-5.6
NC(=O)CSc1nnnn1-c1ccccc1	-9.0
COc1ccc(S(=O)(=O)Nc2cccc3c2O[C@H](CN(C)C(=O)Nc2ccccc2)[C@H](C)CN([C@@H](C)CO)C3=O)cc1	-4.7
C[C@H]1CN([C@@H](C)CO)C(=O)c2cccc(NC(=O)NC3CCCCC3)c2O[C@H]1CN(C)Cc1ccc(Cl)c(Cl)c1	19.1
C[C@@H]1CN([C@H](C)CO)C(=O)c2cc(NC(=O)CCCN(C)C)ccc2O[C@H]1CN(C)C(=O)Nc1ccc2c(c1)OCO2	2.6
COc1ccc2nc(N3CCCCC3)c(/C=C3\SC(=S)NC3=O)cc2c1	0.7
O=C(CCCn1sc2ccccc2c1=O)NCc1cccs1	4.7
c1cncc(-c2noc(-c3cccs3)n2)c1	0.1
Cc1ccc(-c2nn(CC(=O)Nc3ccc(C)cc3C)c(=O)c3ccccc23)cc1	11.1
O=[N+]([O-])c1cccc(S(=O)(=O)NCCOc2cccc(Cl)c2Cl)c1	-7.1

No new results follow: entries from further up.
SMILES	ROS inducer
C[C@H]1CN([C@@H](C)CO)C(=O)c2cccc(NC(=O)NC3CCCCC3)c2O[C@H]1CN(C)Cc1ccc(Cl)c(Cl)c1	19.1
C[C@@H]1CN([C@H](C)CO)C(=O)c2cc(NC(=O)CCCN(C)C)ccc2O[C@H]1CN(C)C(=O)Nc1ccc2c(c1)OCO2	2.6
COc1ccc2nc(N3CCCCC3)c(/C=C3\SC(=S)NC3=O)cc2c1	0.7
O=C(CCCn1sc2ccccc2c1=O)NCc1cccs1	4.7
c1cncc(-c2noc(-c3cccs3)n2)c1	0.1
Cc1ccc(-c2nn(CC(=O)Nc3ccc(C)cc3C)c(=O)c3ccccc23)cc1	11.1
O=[N+]([O-])c1cccc(S(=O)(=O)NCCOc2cccc(Cl)c2Cl)c1	-7.1

The list goes on.
SMILES	ROS inducer
CN(C)CC#CC1(O)CCCCC1	-0.3
C[C@H]1CN([C@@H](C)CO)C(=O)Cc2cc(NC(=O)Nc3ccc4c(c3)OCO4)ccc2O[C@H]1CN(C)Cc1ccc(Cl)c(Cl)c1	14.0
C[C@H](CO)N1C[C@H](C)[C@H](CN(C)Cc2ccc(-c3ccccc3)cc2)Oc2c(NC(=O)C3CCCCC3)cccc2C1=O	54.0
CSc1nc(-c2ccco2)cc(C(F)(F)F)c1C#N	7.5
Cc1noc(C)c1NC(=O)Nc1cccc2c1O[C@@H](CN(C)S(=O)(=O)c1ccccc1)[C@@H](C)CN([C@H](C)CO)C2=O	-15.9
C[C@H](CO)N1C[C@H](C)[C@H](CN(C)C(=O)Nc2ccc(F)cc2)Oc2c(NC(=O)C3CC3)cccc2C1=O	3.8
CC1=CCC(C(C)(C)O[C@@H]2O[C@H](COC(=O)c3cc(O)c(O)c(O)c3)[C@@H](O)[C@H](O)[C@H]2O)CC1 (stereo partly specified)	-10.4
CC1CCN(C(=O)Cn2cnc3c(cnn3-c3ccccc3)c2=O)CC1	11.8
O=S(=O)(Nc1ncccn1)c1ccc(NS(=O)(=O)c2cc(Cl)ccc2Cl)cc1	-9.4
CCOC(=O)c1cn2c3c(ccc(C)c3c1=O)OC(CC)C2 (stereo unspecified)	7.2
COc1ccc(OC)c(S(=O)(=O)N(C)CC(=O)N2CCCC2)c1	-8.9
N/C(Cc1nc(-c2ccc(Cl)cc2)cs1)=N\O	-17.7
C[C@H]1CN([C@@H](C)CO)C(=O)Cc2cc(NC(=O)Nc3cccc4ccccc34)ccc2O[C@@H]1CN(C)S(=O)(=O)c1ccc(Cl)cc1	?
Cc1ccc(N2C(=S)NC3c4cc(Cl)ccc4OC2(C)C3C(=O)Nc2ccc(C)cc2C)cc1 (stereo unspecified)	3.1
CCOC(=O)c1sc(NC(=O)CSc2nc(C)cc(C(F)(F)F)n2)c(C#N)c1C	6.2
O=C(N1CCCc2ccccc21)C(F)(F)F	21.6
C[C@@H]1CN([C@@H](C)CO)C(=O)CCCn2nncc2CO[C@H]1CN(C)S(=O)(=O)c1ccccc1F	21.5
Cn1c(SCC(=O)Nc2ccccc2)nc2sc3c(c2c1=O)CCC3	22.1
CN1c2ccsc2-c2nc(SCc3ccc(Cl)cc3)ncc2S1(=O)=O	60.8
Cc1noc(C)c1NC(=O)Nc1ccc2c(c1)C(=O)N([C@@H](C)CO)C[C@H](C)[C@@H](CN(C)Cc1ccc(-c3ccccc3)cc1)O2	15.7
C[C@@H]1CN([C@@H](C)CO)C(=O)Cc2cc(NC(=O)Nc3ccc4c(c3)OCO4)ccc2O[C@@H]1CN(C)S(=O)(=O)c1cn(C)cn1	6.7
O=C(NCc1ccco1)c1nc2ncccn2n1	-3.3
COC(=O)C1[C@H]2C[C@H]3c4[nH]c5ccccc5c4CCN3C[C@@H]2CC[C@@H]1O (stereo partly specified)	-3.3
COc1ccc2c(c1)-c1c(ssc1=S)C(C)(C)N2C(C)=O	5.3
C[C@@H]1CCCCO[C@@H](CN(C)S(=O)(=O)c2ccccc2)[C@@H](C)CN([C@H](C)CO)C(=O)c2cc(NC(=O)Nc3ccccc3)ccc2O1	?

Sorted by SMILES length (rising): 6 of the compounds above.
SMILES	ROS inducer
CN(C)CC#CC1(O)CCCCC1	-0.3
NC(=O)CSc1nnnn1-c1ccccc1	-9.0
Cn1c(SCC(=O)Nc2ccccc2)nc2sc3c(c2c1=O)CCC3	22.1
C[C@@H]1CN([C@H](C)CO)C(=O)c2cccc(NC(=O)C3CCOCC3)c2O[C@H]1CN(C)C(=O)Nc1ccccc1	-8.4
Cc1noc(C)c1NC(=O)Nc1ccc2c(c1)C(=O)N([C@@H](C)CO)C[C@H](C)[C@@H](CN(C)Cc1ccc(-c3ccccc3)cc1)O2	15.7
C[C@@H]1CN([C@@H](C)CO)C(=O)Cc2cc(NC(=O)Nc3ccc4c(c3)OCO4)ccc2O[C@@H]1CN(C)S(=O)(=O)c1cn(C)cn1	6.7

Other structures.
SMILES	ROS inducer
CC(C)NC(=O)Nc1ccc2c(c1)C(=O)N([C@H](C)CO)C[C@H](C)[C@@H](CN(C)S(=O)(=O)c1ccc(Cl)cc1)OCCCC[C@@H](C)O2	12.0
COc1ccccc1NC(=O)Cn1cc(C(=O)C2CCCCC2)c2ccccc21	16.1
CCOC(=O)c1cnc2c(Cl)c(Cl)ccc2c1N(C)Cc1ccccc1	9.3
CCCc1c(C(=O)NC2CCN(C(=O)OCC)CC2)cnn1-c1ccccc1	-7.7
COc1ccc(CCNC(=O)c2ccc(Sc3ccc(C)cc3)c(NC(C)=O)c2)cc1OC	-11.7
CC(C)(O)C1=CCC23COC(C2)C(O)(C(=O)O)CCC13 (stereo unspecified)	-2.3
Cc1noc(C)c1S(=O)(=O)Nc1cccc2c1O[C@@H](CN(C)S(=O)(=O)c1cn(C)cn1)[C@@H](C)CN([C@H](C)CO)C2=O	-8.2
C=C1CCC(O)/C(C)=C\CC(C(C)C)C(OC2OC(COC(C)=O)C(O)C(O)C2O)C1 (stereo unspecified)	-5.7
C[C@@H]1CN([C@@H](C)CO)C(=O)Cc2cc(NC(=O)C3CCCCC3)ccc2O[C@@H]1CN(C)S(=O)(=O)c1cccs1	2.6
C[C@H]1CN([C@@H](C)CO)C(=O)Cc2cc(NC(=O)C3CC3)ccc2O[C@H]1CN(C)Cc1ccccc1	6.0
COc1ccc(S(=O)(=O)N(C)C[C@@H]2Oc3ccc(NC(=O)C4CCCCC4)cc3CC(=O)N([C@@H](C)CO)C[C@@H]2C)cc1	20.1
NNC(=O)CNC(=O)C1COc2ccccc2O1 (stereo unspecified)	-11.4
Cc1noc(C)c1NC(=O)Nc1ccc2c(c1)C(=O)N([C@H](C)CO)C[C@H](C)[C@@H](CN(C)Cc1ccc3c(c1)OCO3)OCCCC[C@@H](C)O2	-7.7
Cc1ccc2oc(-c3ccccc3)c(CN3CCOCC3)c(=O)c2c1	1.7
O=C(CCCn1c(=O)c2cccn2c2ccccc21)N1CCCCC1	-0.2
CC1=CC2OC3[C@H](O)C[C@](C)([C@@]2(CO)CC1=O)[C@]31CO1 (stereo partly specified)	-9.3
COc1cc2c(cc1O)C(C1CC1)N(C)CC2 (stereo unspecified)	-3.3
C[C@@H]1CN([C@H](C)CO)C(=O)Cc2cc(NC(=O)CCN3CCOCC3)ccc2O[C@H]1CN(C)C(=O)Nc1ccc(C(F)(F)F)cc1	-3.8
CC1N=C(SCC#N)N2C(C)N=C(SCC#N)N12 (stereo unspecified)	10.7
COc1ccc(NC(=O)N(C)C[C@H]2Oc3ccc(NC(=O)CCCCCC(=O)Nc4ccccc4N)cc3C(=O)N([C@H](C)CO)C[C@H]2C)cc1	0.5
C[C@@H]1CN([C@H](C)CO)C(=O)CCCn2cc(nn2)CO[C@@H]1CN(C)Cc1ccc2c(c1)OCCO2	14.7
Cc1ccc(S(=O)(=O)NC(=O)N(C)CCc2ccccn2)cc1	-2.6
COc1ccc(S(=O)(=O)N(C)C[C@@H]2OCCCC[C@@H](C)Oc3ccc(NS(C)(=O)=O)cc3C(=O)N([C@H](C)CO)C[C@@H]2C)cc1	8.5
COC(=O)C1=CN(Cc2cccs2)C=C(C(=O)OC)C1c1cccc(OC)c1	50.6
CC(C)NC(=O)N(C)C[C@@H]1Oc2c(NS(=O)(=O)c3cn(C)cn3)cccc2C(=O)N([C@H](C)CO)C[C@@H]1C	-16.8
The list goes on.
SMILES	ROS inducer
COc1cc(-c2noc(-c3c(-c4ccccc4Cl)noc3C)n2)cc(OC)c1OC	117.4*
O=c1ccc2cc3c(-c4ccc(F)cc4)coc3cc2o1	21.8
Cc1noc(C)c1NC(=O)Nc1ccc2c(c1)CC(=O)N([C@H](C)CO)C[C@H](C)[C@H](CN(C)Cc1ccc(Oc3ccccc3)cc1)O2	22.5
Cc1ccc(-n2c(-c3ccccc3)csc2=NC(=O)c2ccccc2)cc1	-10.7
COc1ccc(NC(=O)Nc2ccc3c(c2)C(=O)N([C@H](C)CO)C[C@@H](C)[C@@H](CN(C)C(=O)Nc2ccc4c(c2)OCO4)O3)cc1	-6.4
O=C(O)CCc1ccc(-c2ccc(F)cc2)n1-c1cccc(C(=O)O)c1	-1.2
C[C@@H]1CN([C@H](C)CO)C(=O)c2cccc(NC(=O)C3CCCCC3)c2O[C@@H]1CN(C)Cc1ccc(Oc2ccccc2)cc1	54.1
CNC(=O)C1CCN(S(=O)(=O)c2ccc3c(c2)nc(C)n3C2CCCC2)CC1	-17.2
C[C@]12C=CC(=O)C=C1CCC1C2[C@@H](O)C[C@@]2(C)C1CC[C@]2(O)C(=O)CO (stereo partly specified)	2.5
CCOC(=O)c1cc(S(=O)(=O)NCC2CCCO2)cn1C (stereo unspecified)	-14.4
[N-]=[N+]=NCc1ccccc1C[C@@]1(C(=O)NCCN2CCOCC2)N=C(c2ccc(OCCCO)cc2)O[C@@H]1c1ccccc1	1.7
C[C@@H]1CCCCO[C@@H](CN(C)S(=O)(=O)c2cn(C)cn2)[C@@H](C)CN([C@H](C)CO)C(=O)c2cc(NC(=O)Nc3ccc4c(c3)OCO4)ccc2O1	-0.8
C[C@@H]1CN([C@@H](C)CO)C(=O)c2cccc(NC(=O)c3nc4ccccc4s3)c2O[C@H]1CN(C)S(=O)(=O)c1cccs1	-3.4
COc1ccc(C(=O)Nc2ccc(Oc3ncnc4cc(Cl)ccc34)nc2)cc1	-14.8
Cc1cc(NS(=O)(=O)c2ccc(N)cc2)no1	-16.1
COc1ccc(S(=O)(=O)Nc2cccc3c2O[C@H](CN(C)C(=O)Nc2cccc4ccccc24)[C@H](C)CN([C@@H](C)CO)C3=O)cc1	11.0
COc1cc(O)c2c(c1)O[C@@H](c1ccccc1)CC2=O	3.5
O=C(O)c1ccccc1Sc1ccccc1S(=O)(=O)NC1CCCCC1	-1.7
C[C@@H]1CN([C@@H](C)CO)C(=O)CCCn2nncc2CO[C@@H]1CN(C)C(=O)Nc1ccc(C(F)(F)F)cc1	10.1
COc1ccc(S(=O)(=O)N(C)C[C@@H]2Oc3ccc(NC(=O)Nc4ccc(C(F)(F)F)cc4)cc3C(=O)N([C@@H](C)CO)C[C@H]2C)cc1	33.5
CCc1ccc(CNC(=O)C2CCN(c3nc4ccccc4o3)CC2)cc1	-12.0
